XIAP displacement: XIAP antagonists, biochemical, IAP family, fluorescence polarization (AID 1018); actives 0.007% (n = 200,000); displacement, % at 20 µM, or IC50 in µM where a hit was titrated; XIAP BIR domain, fluorescence polarization peptide displacement; higher % means a stronger effect; in the data active = displacement above about 50%; note: a part of the inactive calls stands beside numbers as strong as those of hits
LYP phosphatase: inhibitors of LYP phosphatase, biochemical, fluorescence intensity, uHTS (AID 1779). recombinant LYP phosphatase, fluorescence intensity; higher % means a stronger effect. one-dose inhibition, % at 11.5 µM; IC50 in µM for titrated hits. actives 0.054% (n = 290,000);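 note: plate controls were vehicle with enzyme for no effect and no enzyme for full effect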
M1AAP inhibition: malaria alanyl aminopeptidase activity blockers – biochemical, fluorogenic H-Leu-NHMec substrate, 1536-well (AID 1445); recombinant M1AAP, H-Leu-NHMec fluorogenic kinetic assay; higher % means a stronger effect; inhibition, % at 30 µM, or IC50 in µM where a hit was titrated; actives 0.42% (n = 220,000);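 active = primary inhibition above the hit cutoff, then over 50% inhibition at one or more dose response concentrations, cut at about 23% in these data, passing the limit was not always enough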;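 note: plate controls were DMSO full reaction for no effect and no enzyme background for full effect; strong numbers were not always called active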
AID2073: disruptors of CaV2.2 binding to Mint1 – biochemical, HTRF (AID 2073) | actives 0.19% (n = 290,000) | inhibition, % at 20 µM, or IC50 in µM where a hit was titrated | HTRF protein-protein interaction, Mint1-CaV2.2; higher % means a stronger effect; in the data active = inhibition mostly above about 51%, no sharp cut-off; note: some results filed as inactive read as strong as hits
Lipid droplet: modulators of hepatic lipid droplet formation | inhibition, % at 6.5 µM | actives 0.4% (n = 240,000) | AML12 mouse hepatocytes, oleate lipid droplets, BODIPY imaging;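 active = lipid droplet intensity inhibited by at least 50%, with more than 500 cells counted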
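Test system: AML12 mouse liver cells; schedule: overnight exposure; technique: high-content imaging of BODIPY-stained droplets and DAPI nuclei; read-out: % inhibition of corrected integrated BODIPY droplet signal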
CSM14.1 death rescue: rescue of cells from ER stress-induced death, primary screen, 384-well, CSM14.1, thapsigargin, ATP luminescence (AID 1222) | CSM14.1 thapsigargin-induced death rescue, ATP luminescence; higher % means a stronger effect | one-dose cellular ATP content (survival), % at 20 µM; EC50 in µM for titrated hits | 190,000 tested, under 10 active;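 active = EC50 below 50 µM in the dose-response confirmation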;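 note: death triggered by thapsigargin at about 15 µM added after 2 h compound pretreatment; cell ATP read after overnight thapsigargin exposure of roughly 18 to 22 hours; normalized against plate controls of thapsigargin alone and 5% DMSO vehicle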
P. falciparum M17LAP: P. falciparum M17LAP inhibitors, primary screen, biochemical, fluorogenic H-Leu-NHMec substrate, 1536-well (AID 1619) | recombinant M17LAP, H-Leu-NHMec fluorogenic kinetic assay; higher % means a stronger effect | one-dose inhibition, % at 30 µM; IC50 in µM for titrated hits | actives 0.38% (n = 220,000);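 active = compound inhibiting the enzyme by more than half at any dose during confirmatory dose-response retesting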;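 note: plate controls were full reaction with DMSO carrier for no effect and no enzyme background for full effect; strong numbers were not always called active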
NOD2 inhibition: inhibition of NOD2-driven NF-kB reporter – cell-based, luminescence, uHTS, HEK293 (AID 1566); inhibition, % at 4 µM; hits with a dose series show EC50 in µM; HEK293 NOD2/NF-kB luciferase reporter, luminescence; higher % means a stronger effect; actives 0.63% (n = 290,000); note: many of its hits are not listed in these tables
SIAH1 antagonists: blockers of Siah-1 interaction with plectin peptide – biochemical, fluorescence polarization, rhodamine-plectin, uHTS, primary screen (AID 1817); Siah-1 / rhodamine-plectin peptide fluorescence polarization; higher % means a stronger effect; one-dose displacement, % at 20 µM; IC50 in µM for titrated hits; actives 0.02% (n = 290,000);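 active = displacement of at least 50% at 20 µM, with a fluorescence ratio check between 0.3 and a set limit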;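 note: plate controls were Siah plus tracer with DMSO for no effect and tracer alone without Siah for full effect; strong numbers were not always called active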
Lipid droplet cells 6.5 µM: second read-out of Lipid droplet, no call of its own (marks repeat the call); cell count; measured here: cell count, cytotoxicity flag;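 cells counted across two imaged fields per well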
* marks the source's active call; other numbers are inactive results; . = not tested or not shown. Cut-off read from the data, not from the text of the source, unless noted: active = inhibition above about 50%; inactive = the rest. Only part of the results is shown (hit frequency here may not be typical).

SMILES	XIAP displacement	LYP phosphatase	M1AAP inhibition	AID2073	Lipid droplet	Lipid droplet cells 6.5 µM	CSM14.1 death rescue	P. falciparum M17LAP	NOD2 inhibition	SIAH1 antagonists
O=C(NC(CO)Cc1ccccc1)c1ccccc1 (stereo not drawn)	-4.4%	-6%	-2%	-3%	17	730	-0.5%	3%	11%	6%
COCCOC(=O)CSc1ncccc1-c1nc2cc(C)c(C)cc2[nH]1	-7.3%	-5%	6%	17%	4	663	-2.7%	-21%	-36%	-5%
COc1ccc(NC(=O)CSCCc2ccccn2)cc1OC	-0.4%	-6%	6%	15%	7	722	-1.3%	10%	-4%	-1%
CCc1ccc(Nc2nc3ccccc3c(=O)s2)cc1	-8.7%	-4%	10%	-25%	-6	676	-1.0%	16%	-12%	2%
CCOc1ccc(/C=N/NC(=O)Cc2csc(Nc3cccc(C(F)(F)F)c3)n2)c(OCC)c1	-3.4%	9%	12%	-6%	.	.	-1.6%	0%	-6%	0%
CCOc1ncccc1C(=O)OCCN1C(=O)c2ccccc2C1=O	-5.6%	-2%	-1%	-4%	.	.	-0.8%	-6%	4%	0%
CCOc1ccc(CN2C(=O)c3ccccc3C2=O)cc1C(=O)N1CCC(C(N)=O)CC1	.	-6%	.	6%	-5	850	.	.	-7%	1%
Cc1ccc(C(C)n2cc(C(=O)NCCN3CCN(C)CC3)nn2)cc1 (stereo not drawn)	-7.2%	-5%	11%	-4%	-15	596	-2.3%	3%	28%	-1%
CCNc1nc(SCCOc2ccccc2)nc(N(C)C)n1	-4.9%	-12%	2%	5%	-3	774	-1.5%	4%	-9%	0%
Cc1nc(NCc2ccccc2)sc1C(=O)Nc1ccccc1	-4.3%	3%	-2%	0%	10	660	-2.8%	14%	-20%	-4%
CSc1ccccc1OCc1cc(C(=O)NCCN2CCCC(O)C2)no1 (stereo not drawn)	.	-6%	.	-6%	-12	718	.	.	-5%	2%
Cc1cccc(OCCCC(=O)NC(C)C)c1	-0.4%	-11%	0%	4%	.	.	-1.6%	-5%	21%	-2%
Cc1ccc(S(=O)(=O)Nc2ccc(C(=O)NC3CC3)cc2)cc1	.	-12%	.	3%	-6	809	.	.	10%	0%
COc1ccc2oc(C(=O)C3CC3)c(N)c2c1	-4.3%	-7%	7%	-6%	.	.	-3.2%	-9%	11%	4%
CC1=CC(c2ccc(Cl)cc2)n2nc(NS(=O)(=O)c3ccc(C)cc3)nc2N1 (stereo not drawn)	-4.0%	3%	104µM*	12%	-3	772	-2.0%	-102%	10%	1%
Cc1cc(Nc2nc3c(c(=O)n(C)c(=O)n3C)n2C)n(-c2ccc(Cl)cc2)n1	-9.2%	-10%	2%	12%	.	.	-0.6%	3%	-4%	1%
COc1ccc(CCN(Cc2cc3cc(C)ccc3[nH]c2=O)C(=O)N2CCCC2)cc1OC	-3.8%	-2%	5%	2%	.	.	-0.7%	0%	19%	2%
CSc1ccccc1NC(=O)CN(C)Cc1cccc(Cl)c1	-3.9%	-2%	0%	-1%	-10	694	-0.2%	-15%	-12%	6%
CCn1nc(NC(C)=O)c2cc3cccc(C)c3nc21	.	-5%	.	10%	.	.	.	.	-2%	5%
COc1ccc(CNC(=O)c2ccc(CNc3c(NC4CCCCC4)c(=O)c3=O)cc2)cc1	-2.7%	0%	5%	18%	10	760	8.9%	-4%	-3%	-2%
O=C(CCc1nnc(C2(c3ccc(Cl)cc3)CCC2)o1)NC1CC1	-4.7%	-9%	3%	0%	-1	738	0.6%	-5%	4%	-2%
O=C(COC(=O)Cc1c[nH]c2ccccc12)Nc1ccccc1	-4.4%	-6%	-10%	-4%	19	503	0.3%	1%	-1%	-1%
Cc1ccc(OCCN2CCNCC2)c([N+](=O)[O-])c1	-1.5%	-3%	5%	-13%	1	631	-0.1%	16%	24%	-6%
CCCC1(C)NC(=O)c2ccccc2O1 (stereo not drawn)	-3.0%	-8%	-1%	-6%	0	672	0.1%	-4%	1%	10%
CC1Cc2cc(/C(O)=C3/C(=O)C(=O)N(CCN4CCOCC4)C3c3ccc([N+](=O)[O-])cc3)ccc2O1 (stereo not drawn)	.	-8%	.	-2%	-1	884	.	.	-8%	3%
SMILES	XIAP displacement	LYP phosphatase	M1AAP inhibition	AID2073	Lipid droplet	Lipid droplet cells 6.5 µM	CSM14.1 death rescue	P. falciparum M17LAP	NOD2 inhibition	SIAH1 antagonists
Cc1sc2nc(CSCC(=O)Nc3c(Cl)cccc3Cl)[nH]c(=O)c2c1C	-4.8%	6%	3%	7%	-18	580	-1.5%	5%	-7%	0%
Cc1ccc(C(=O)NN(C)c2nc3ccccc3nc2C(F)(F)F)cc1	-1.0%	-6%	4%	8%	-25	389	-2.6%	2%	0%	6%
Cc1cccc(N2CCN(C(=O)CN(C)S(=O)(=O)c3ccc4c(c3)CCC(=O)N4)CC2)c1C	-0.7%	-3%	1%	-4%	.	.	-0.3%	-6%	16%	-2%
O=C(Cc1cccc2ccccc12)Nc1ccc(OC(F)F)c(Cl)c1	-4.5%	0%	1%	13%	-16	666	-0.6%	-2%	0%	5%
Cn1c(-c2ccc3c(c2)OCO3)cnc1NCc1cccc(O)c1	-4.4%	-8%	6%	-3%	0	689	-2.5%	13%	-22%	15%
NC(=O)c1nsc(C(=O)N(CC(=O)NCc2ccc3c(c2)OCO3)C2CCCCC2)c1N	-15%	-1%	13%	6%	.	.	3.0%	22%	8%	5%
O=C(O)CCC(=O)N1CCOc2ccc(Cl)cc21	1.4%	1%	13%	0%	.	.	-7.9%	39%	-4%	3%
CC1CCN(C2(O)C(=O)Nc3ccc([N+](=O)[O-])cc32)CC1 (stereo not drawn)	-2.3%	-5%	12%	-6%	.	.	-0.6%	40%	13%	3%
COc1cccc2c1OCC(C(=O)OCc1cccnc1)=C2	-8.7%	-4%	0%	13%	3	608	1.3%	-8%	3%	-3%
CCC12CN3CC(CC)(CN(C1)C3c1c(O)ccc3ccccc13)C2=O (stereo not drawn)	-9.1%	-5%	0%	15%	-4	681	-2.7%	-1%	6%	1%
COCCOc1cc2ncnc(N3CCC(C(=O)O)CC3)c2cc1OCCOC	.	7%	3%	16%	4	709	.	5%	-13%	-1%
CC(C)(C)NC(=O)CCSc1nnc(-c2ccco2)o1	-8.0%	-4%	0%	19%	3	677	-1.2%	2%	6%	-2%
Cc1ccc(CN(C(=O)c2ccco2)C(C(=O)NC2CCCC2)c2ccc(N3CCOCC3)cc2)cc1 (stereo not drawn)	-5.7%	-5%	7%	4%	0	738	-0.7%	14%	11%	2%
COCCNC(=O)c1cc2c(=O)[nH]c3ccccc3c2s1	.	-6%	.	30%	-1	640	.	.	-50%	-4%
COc1ccc(NC(=O)CN2C(=O)CC(C)(C)S(=O)(=O)c3ccccc32)cc1	0.1%	4%	0%	30%	.	.	-1.0%	18%	1%	2%
Cc1c(C(=O)N2CCOCC2)oc2ccc(S(=O)(=O)N3CCCC3)cc12	-5.7%	1%	10%	9%	-5	721	-0.9%	1%	14%	-5%
Cc1ccc(C(=O)Nc2c(-c3cccs3)c(=O)c3ccccc3n2C)cc1	-7.5%	-4%	6%	2%	-1	806	1.5%	7%	6%	-4%
Cc1nc2ccccn2c1C(=O)/C=C/c1ccc(F)cc1	-2.1%	-5%	8%	-6%	.	.	-1.5%	18%	-49%	-5%
Cc1ccc(C2CC(c3cccc(Br)c3)Nc3nnnn32)cc1 (stereo not drawn)	-5.1%	3%	1%	17%	-21	646	-2.8%	-1%	6%	-1%
O=C(Nc1ccc(F)cc1)c1ccc(S(=O)(=O)N2CCCC2)cc1	.	-2%	.	-6%	15	817	.	.	9%	-4%
Cc1c(C(=O)Nc2ccc(F)cc2)oc2ccc(S(=O)(=O)N3CCCC3)cc12	-4.1%	-6%	-2%	-2%	-2	753	0.1%	-7%	11%	1%
O=C(Nc1ccon1)C(Sc1ccccc1)c1ccccc1 (stereo not drawn)	-3.8%	-2%	2%	6%	-34	732	-1.1%	8%	-5%	3%
COc1ccc(C(=O)C2CCCN(C(=O)Cn3nc(C)cc3C)C2)cc1F (stereo not drawn)	.	-5%	-1%	11%	-4	702	.	1%	-10%	4%
Cc1nn(C)cc1C(C(=O)NC1CCCCC1)N(C(=O)c1cnccn1)c1ccc(Oc2ccccc2)cc1 (stereo not drawn)	-11%	-3%	-2%	-12%	-28	522	0.3%	3%	6%	8%
CC(/C=C/c1ccc(Cl)o1)=C\C(=O)O	0.1%	-4%	.	-13%	.	.	-2.4%	.	5%	4%

Reprinted from the part before: 3 compounds, followed by the next part.
SMILES	XIAP displacement	LYP phosphatase	M1AAP inhibition	AID2073	Lipid droplet	Lipid droplet cells 6.5 µM	CSM14.1 death rescue	P. falciparum M17LAP	NOD2 inhibition	SIAH1 antagonists
COc1ccc(C(=O)C2CCCN(C(=O)Cn3nc(C)cc3C)C2)cc1F (stereo not drawn)	.	-5%	-1%	11%	-4	702	.	1%	-10%	4%
Cc1nn(C)cc1C(C(=O)NC1CCCCC1)N(C(=O)c1cnccn1)c1ccc(Oc2ccccc2)cc1 (stereo not drawn)	-11%	-3%	-2%	-12%	-28	522	0.3%	3%	6%	8%
CC(/C=C/c1ccc(Cl)o1)=C\C(=O)O	0.1%	-4%	.	-13%	.	.	-2.4%	.	5%	4%
CNC(=S)NNC(=O)c1cccc(C(F)(F)F)c1	-6.5%	-4%	7%	-16%	-6	512	-1.6%	-2%	1%	-1%
O=C(Cn1c2[n+](c3ccc(C(F)(F)F)cc31)CCCCC2)c1ccc2c(c1)OCCO2	-9.7%	-3%	3%	-8%	-6	702	-0.8%	6%	13%	1%
CCOC(=O)CC(=O)NC(CC(=O)OC)c1ccc(C(C)C)cc1 (stereo not drawn)	-5.7%	-6%	-10%	-4%	1	696	-0.6%	-3%	6%	-5%
COC(=O)C1CCN(C(=O)c2cc(=O)[nH]c3ccccc23)CC1	-7.2%	-1%	6%	10%	-4	671	-0.2%	-11%	14%	-2%
CCC1=NN(C(=O)Cc2ccc([N+](=O)[O-])cc2)C(O)(C(F)(F)F)C1 (stereo not drawn)	.	-2%	-2%	4%	7	805	.	-7%	-38%	-5%
O=C(Nc1ccc2c(c1)OCO2)c1noc2c1CCCCC2	4.1%	-3%	-3%	10%	.	.	-3.4%	-7%	-183%	9%
O=[N+]([O-])c1ccccc1OCC(O)CN1CCN(CC(O)COc2ccccc2[N+](=O)[O-])CC1 (stereo not drawn)	.	2%	.	-5%	4	890	.	.	-3%	-3%
CN1C(=O)/C(=C/c2ccc(C(=O)NC3CCCC3)cc2)Oc2ccccc21	-5.0%	-8%	5%	28%	-23	642	2.0%	-5%	4%	0%
COc1cccc(C2c3[nH]c4ccccc4c3CCN2Cc2cccc(C)n2)c1 (stereo not drawn)	-1.3%	-6%	-3%	26%	-25	739	2.0%	-7%	-22%	1%
O=C(NNC1CC(=O)N(c2ccc(F)cc2)C1=O)c1cccnc1 (stereo not drawn)	.	-3%	.	7%	5	692	.	.	22%	13%
Cc1ccccc1C(=O)NCC(=O)NNC(=O)CCN1CCN(c2ccccc2)CC1	.	-8%	.	-10%	2	689	.	.	0%	8%
